697 NFkB inh = inhibitors of PMA/ionomycin-induced NF-kB reporter, 697 cells, primary screen, B-cell NF-kB inhibitor project, cell-based, luminescence, uHTS; 697 B-cell NF-kB luciferase reporter, 16 h; 0.33% of 330,000 active; inhibition, % at 4 µM; in the data active = inhibition above about 35%
APJ antag = antagonists of human apelin receptor APJ, primary screen, CHO-K1 cells, beta-arrestin complementation, luminescence | P35414 | inhibition, % at 20 µM | 0.32% of 330,000 active;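 active = inhibition above about 40% at 20 µM, limit read from the data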;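 note: cells challenged with 10 nM apelin-13 agonist together with compound; plate controls were apelin-13 plus DMSO wells for no effect and DMSO wells lacking apelin-13 for full effect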
Target sequence (P35414 whole entry, looked up): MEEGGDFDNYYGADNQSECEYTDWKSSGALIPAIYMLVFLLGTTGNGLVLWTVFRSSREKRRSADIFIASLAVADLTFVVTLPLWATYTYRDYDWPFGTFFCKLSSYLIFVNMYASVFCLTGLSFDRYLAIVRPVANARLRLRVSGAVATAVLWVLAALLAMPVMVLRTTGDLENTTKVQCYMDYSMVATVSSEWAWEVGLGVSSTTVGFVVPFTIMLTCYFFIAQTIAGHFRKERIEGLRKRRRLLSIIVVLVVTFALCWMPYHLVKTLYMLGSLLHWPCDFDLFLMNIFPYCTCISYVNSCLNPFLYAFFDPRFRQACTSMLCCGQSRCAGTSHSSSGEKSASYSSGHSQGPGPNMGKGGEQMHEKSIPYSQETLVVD
Gli-Sufu block = Gli-Sufu pathway antagonists, primary screen, luciferase luminescence, Sufu-KO-LIGHT cells, uHTS | 0.74% of 340,000 active | Sufu-KO-LIGHT fibroblasts, Gli luciferase reporter luminescence | inhibition, % at 5 µM | AID 588413, 2011;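 active = inhibition above about 55%, limit read from the data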;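 note: 0% = DMSO-treated cells and 100% = wells with medium but no cells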
Jurkat NFkB inh = inhibitors of induced NF-kB luciferase reporter, primary screen, TCR NF-kB activation inhibitor project, cell-based, luminescence, uHTS; Jurkat, PMA/ionomycin-induced NF-kB luciferase reporter; inhibition, % at 4 µM; 0.53% of 330,000 active; AID 435003, 2010; in the data active = inhibition above about 50%
EBI2 block = EBI2 receptor antagonists, beta-arrestin recruitment, primary screen, cell-based, luminescence, 7a,25-OHC stimulation, uHTS; 0.81% of 360,000 active; G-protein coupled receptor 183 (Homo sapiens), P32249; inhibition, % at 5 µM; 7a,25-OHC stimulated; in the data active = inhibition above about 38%;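 note: enzyme fragment complementation signal reports receptor beta-arrestin coupling in cells; 0% = agonist plus DMSO wells and 100% = wells without agonist; some results beyond the cut were filed as inactive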
Target sequence (P32249 whole entry, looked up, the tested form may be a part): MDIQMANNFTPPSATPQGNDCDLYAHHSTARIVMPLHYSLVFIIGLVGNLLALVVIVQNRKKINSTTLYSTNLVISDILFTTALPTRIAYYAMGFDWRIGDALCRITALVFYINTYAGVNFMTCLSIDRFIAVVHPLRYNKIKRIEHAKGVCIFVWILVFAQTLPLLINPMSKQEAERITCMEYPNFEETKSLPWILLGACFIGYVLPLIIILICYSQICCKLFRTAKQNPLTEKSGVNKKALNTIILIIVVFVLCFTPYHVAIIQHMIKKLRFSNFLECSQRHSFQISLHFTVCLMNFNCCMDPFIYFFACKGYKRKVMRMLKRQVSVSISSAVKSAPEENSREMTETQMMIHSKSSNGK
CCR6 antagonist = CCR6 receptor antagonists, primary screen, cell-based, CHO-K1, luminescence, beta-arrestin, uHTS. inhibition, % at 20 µM. C-C chemokine receptor type 6 (Homo sapiens), P51684. 0.49% of 340,000 active. CHO-K1 CCR6 PathHunter beta-arrestin, CCL20-stimulated. AID 493098, 2011;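 active = compounds whose inhibition of the agonist-driven luminescence signal at 20 µM reaches about 50%, limit read from the data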;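 note: cells stimulated with CCL20 at 14 nM final; plate controls were DMSO with CCL20 for no effect and DMSO without agonist for full effect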
UBC13 inh = UBC13 polyubiquitin chain formation inhibitors, primary screen, biochemical, TR-FRET, uHTS | Ubiquitin-conjugating enzyme E2 N (Homo sapiens), P61088 | inhibition, % at 20 µM | 0.47% of 330,000 active | AID 485273, 2010; in the data active = inhibition above about 45%, passing the limit was not always enough
Target sequence (P61088 whole entry, looked up): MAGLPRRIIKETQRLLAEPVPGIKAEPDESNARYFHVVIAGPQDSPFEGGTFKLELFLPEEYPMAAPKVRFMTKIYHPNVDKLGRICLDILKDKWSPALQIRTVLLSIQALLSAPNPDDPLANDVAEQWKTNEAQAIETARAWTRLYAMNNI
CXCR6 block = CXCR6 receptor inhibitors, primary screen, cell-based, beta-arrestin, luminescence, CHO-K1 PathHunter, 1536-well; 0.36% of 360,000 active; inhibition, % at 20 µM; AID 602244, 2012; in the data active = inhibition above about 34%, passing the limit was not always enough;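 note: antagonist mode with CXCL16 agonist at 10 nM final; 0% = 10 nM CXCL16 with DMSO and 100% = unstimulated wells without agonist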
The depositor's hits bear a star; nt = not tested or not shown.

SMILES	697 NFkB inh	APJ antag	Gli-Sufu block	Jurkat NFkB inh	EBI2 block	CCR6 antagonist	UBC13 inh	CXCR6 block
O=C(Nc1cccc(NC(=O)c2cccs2)c1)c1ccc(F)cc1	-5	6	3	-4	7	8	6	-4
CCc1cc(-c2n[nH]c(=S)n2N)n(C)n1	6	-1	27	-5	-6	-6	8	2
O=C(O)/C=C/c1cn(Cc2ccccc2)nc1-c1ccc(Cl)cc1	6	-6	-4	-7	-2	11	-15	-6
COc1ccc(NS(=O)(=O)NC(=O)c2c(C)n(C)c3ccccc23)cc1	-11	-7	37	-14	0	5	-14	-5
CSCCC(NC(=O)c1cccc(S(=O)(=O)N2CCOCC2)c1)C(=O)Nc1cccc(C)c1 (centres undefined)	1	-9	0	20	-5	-5	6	2
Cc1ccc(NC(=O)/C(=C/c2cccc([N+](=O)[O-])c2)NC(=O)C2CCCCC2)cc1	21	22	-2	11	9	5	-1	1
O=C(COC(=O)C1=Cc2ccccc2OC1)NC1CCCC1	-1	-18	6	6	-3	-8	1	-3
O=c1[nH]c2cccnc2c2ccsc12	23	5	3	-5	-14	14	5	-2
CCOC(=O)C1(Cc2cccc(OC)c2)CCN(C/C=C/c2ccc(OC)cc2)CC1	-10	-2	53	8	22	-6	18	0
COc1ccc(/C=c2/sc3nc(-c4ccccc4)c(-c4ccccc4)n3c2=O)cc1	13	21	-7	6	20	16	-9	4
CC(C)(O)C1=NOC(c2ccccc2)C1 (centres undefined)	23	17	-5	10	-17	8	7	5
Cc1cc(C)n2nc(SCc3ccccc3)nc2n1	1	1	3	18	7	3	0	-3
CCCCCc1nnc(NC(=O)C(=O)OCC)s1	7	10	1	3	-3	-6	3	2
Cc1cc(-c2nnc(-c3cccc(Cl)c3)o2)no1	-52	-1	-47	-58	4	9	5	0
Cn1c(O)c(/C=N/NC(=O)c2cc3ccccc3cc2O)c2ccccc21	0	6	-30	1	0	-4	-6	-1
Cc1ccc(Cc2cnc(NC(=O)/C(C#N)=C/c3ccc(-c4cccc([N+](=O)[O-])c4)o3)s2)cc1	-22	34	-7	-1	8	49	-75	20
CN(Cc1ccccc1)C(=O)COC(=O)Cn1cnc2ccccc21	20	13	3	-1	-5	7	3	6
N/C(=N\OC(=O)COc1ccccc1)c1ccccn1	-39	-1	-57	-73	-7	3	-3	-1
COc1ccccc1NC(=O)COc1cc(C)nc(C(C)C)n1	-3	2	3	-10	-17	-9	0	5
CCOC(=O)c1sc2c(c1C)c(=O)n(CCO)c(=O)n2Cc1ccccc1	19	23	2	3	18	28	-2	18
CCOC(=O)c1oc2c(CN3CCN(C)CC3)c(O)c(CC)cc2c(=O)c1-c1nc2ccccc2s1	nt	nt	5	nt	7	0	nt	-8
CC(C)CN(CC(C)C)S(=O)(=O)N1CCC(C(=O)NCc2ccc(F)cc2)CC1	-25	-12	11	17	20	15	-3	11
CCC(C(=O)NNC(=O)c1cnccn1)c1ccccc1 (centres undefined)	-2	12	4	-2	-21	-13	-4	-4
N#Cc1ccc(-c2nc3ccccc3nc2-c2ccccc2)cc1C#N	-37	8	10	-1	5	26	-11	-6
CC(C)NC(=S)N/N=C/c1c[nH]c2ccccc12	-85	-12	-47	-42	-12	-23	5	-21
COc1ccc(C2=NOC3(CC(=O)N(c4ccc5ccccc5c4)C3=O)C2)c(OC)c1 (centres undefined)	-1	10	-3	-21	-4	11	-12	10
COc1cc(/C=N/NC(N)=S)ccc1OCC(=O)Nc1ccc(C)c(C)c1	-32	-37	-7	-20	5	-37	-11	-1
CCc1cc2ccc(OC)cc2nc1SCC(=O)NNC(C)=O	22	2	-8	9	-11	6	-1	7
CC(C)c1ccccc1NC(=O)Cn1c(/C=C/c2ccccc2)nc2ccccc21	-21	0	-3	-25	nt	10	6	nt
CCn1c(=O)c2c(nc3n2CCN3c2ccccc2)n(C)c1=O	5	2	-6	-24	-3	-1	-5	6
CCOC(=O)c1ccc(S(=O)(=O)N(CCO)Cc2cc3cc(OC)c(OC)cc3[nH]c2=O)cc1	13	-13	2	-5	3	4	2	-3
CCOC(=O)c1nc(NNC(C)=O)sc1C	21	-10	47	8	-10	4	14	3
COC(=O)/C=C1\SC(=NC(=O)c2cccc([N+](=O)[O-])c2)NC1=O	15	9	11	7	-6	11	-3	9
Oc1ccc(/C=N/NC2=NCCCCC2)c(O)c1	-47	2	-54	-47	-5	10	-4	6
CCn1c(C)nc2cc(S(N)(=O)=O)ccc21	5	-39	-3	-4	-18	2	-4	-18
CN1CCC(=NOc2ccc([N+](=O)[O-])cc2)CC1	-30	-8	-59	-61	-11	6	-3	-5
Cc1cccc(N2C(=O)/C(=C/c3ccccn3)SC2=S)c1	0	-4	0	-8	0	4	-2	-3
O=C(/C=C/c1cccc(Cl)c1)OCc1cn2cc(Cl)ccc2n1	-8	-15	2	-10	-5	1	4	-25
COc1cccc(N2CCN(C(=O)Nc3ccc4c(c3)NC(=O)CO4)CC2)c1	18	30	3	3	4	-1	3	-7
COc1ccc(CCNC(=O)C2=COCCO2)cc1	-1	22	-1	-12	-8	2	4	2
Cc1cc(C)cc(OCc2nnc(N)s2)c1	4	8	41	10	-11	-1	6	-1
O=C(Cn1c(=S)[nH]c2ccccc2c1=O)N1CCc2ccccc2C1	10	26	-18	-1	-9	4	10	-5
CC(=O)c1ccc(NC(=O)CN2C(=O)COc3ccc(S(=O)(=O)N4CCCC4)cc32)cc1	-23	23	21	6	-11	16	-6	2
O=C1CN(C(=O)N[C@@H](Cc2ccccc2)C(=O)N[C@@H](C(=O)O)c2ccccc2)c2ccccc2N1	-38	9	-4	5	7	12	-13	-7
CCCCn1nnnc1SCC(=O)N1CCCC1	26	2	-2	10	-5	-12	9	-2
COc1ccc(NC(=O)COC(=O)C2CC(=O)N(CCc3ccc(OC)c(OC)c3)C2)cc1Cl (centres undefined)	9	23	2	-7	-7	9	18	-1
Cc1sc2ncnc(N/N=C/c3ccc(O)cc3)c2c1C	-58	-2	24	-11	5	8	-5	-8
CC(C)(C)N(Cc1ccccc1)C(=O)COC(=O)C1CCN(c2ccc(C(F)(F)F)cn2)CC1	2	-10	-3	1	12	23	11	7

Structural class: those above with an aryl thioether with sulfur outside any ring
SMILES	697 NFkB inh	APJ antag	Gli-Sufu block	Jurkat NFkB inh	EBI2 block	CCR6 antagonist	UBC13 inh	CXCR6 block
Cc1cc(C)n2nc(SCc3ccccc3)nc2n1	1	1	3	18	7	3	0	-3
CCc1cc2ccc(OC)cc2nc1SCC(=O)NNC(C)=O	22	2	-8	9	-11	6	-1	7
CCCCn1nnnc1SCC(=O)N1CCCC1	26	2	-2	10	-5	-12	9	-2

The list goes on.
SMILES	697 NFkB inh	APJ antag	Gli-Sufu block	Jurkat NFkB inh	EBI2 block	CCR6 antagonist	UBC13 inh	CXCR6 block
COc1ccc(N(C(=O)c2ccc(C)cc2)S(=O)(=O)c2cccs2)cc1	-2	5	-3	4	8	16	-3	9
CC(=O)N(CCCc1ccc(C(C)(C)C)cc1)CCCN(C)C	-75	15	1	-29	-1	-6	3	2
Cc1cccc(CC(=O)Nc2sc(C(C)C)cc2C(=O)N2CCOCC2)c1	13	3	5	0	4	12	3	-1
O=C(C1=C[C@H](c2ccc(Br)cc2)C[C@H](OCc2ccc(CO)cc2)O1)N1CCN(Cc2ccc3c(c2)OCO3)CC1	8	-1	3	13	38	14	11	15
CCCc1ccc(-c2cc(NC(=O)CSc3nnc(N)s3)n(-c3ccccc3)n2)cc1	-184	-8	-114	-119	9	4	-13	-1
COCCCNC(=O)c1c(F)c(F)c(F)c(F)c1F	15	7	2	6	-2	7	2	-7
CCCCCCCCCCSc1n[nH]c(NC(C)=O)n1	-11	-19	-11	-12	5	15	-18	0
C/C(CCc1ccccc1)=N\NC(=O)c1ccccc1[N+](=O)[O-]	1	10	16	2	-13	-2	-3	-14
Cc1nc(Nc2ccccc2)sc1C(=O)c1ccccc1	-54	12	-21	-44	10	11	2	6
COc1ccccc1NS(=O)(=O)c1cc(C(=O)NCCCN2CCCC2=O)ccc1C	nt	nt	-2	nt	-8	10	nt	-5
CC1CN(S(=O)(=O)c2ccc(C(=O)Nc3nnc(-c4ccccn4)o3)cc2)CC(C)O1 (centres undefined)	7	1	-5	-4	6	20	-8	-1
Cc1cc(Nc2ccccc2O)c2ccccc2n1	8	-6	12	14	-5	11	-6	-5

Only APJ antag, EBI2 block and CXCR6 block, for 3 of the compounds above:
SMILES | APJ antag | EBI2 block | CXCR6 block
CCCc1ccc(-c2cc(NC(=O)CSc3nnc(N)s3)n(-c3ccccc3)n2)cc1 | -8 | 9 | -1
COCCCNC(=O)c1c(F)c(F)c(F)c(F)c1F | 7 | -2 | -7
CC1CN(S(=O)(=O)c2ccc(C(=O)Nc3nnc(-c4ccccn4)o3)cc2)CC(C)O1 (centres undefined) | 1 | 6 | -1

As a short view, 2 of the compounds above.
SMILES	697 NFkB inh	APJ antag	Gli-Sufu block	Jurkat NFkB inh	EBI2 block	CCR6 antagonist	UBC13 inh	CXCR6 block
COc1ccc(NC(=O)COC(=O)C2CC(=O)N(CCc3ccc(OC)c(OC)c3)C2)cc1Cl (centres undefined)	9	23	2	-7	-7	9	18	-1
Cc1sc2ncnc(N/N=C/c3ccc(O)cc3)c2c1C	-58	-2	24	-11	5	8	-5	-8

Next records:
SMILES	697 NFkB inh	APJ antag	Gli-Sufu block	Jurkat NFkB inh	EBI2 block	CCR6 antagonist	UBC13 inh	CXCR6 block
CCOC(=O)CNC(=O)CSc1nnc(-c2ccncc2)n1-c1ccc(Cl)cc1	21	16	3	13	-15	3	7	-1
CC(=O)C1=C(O)C(=O)N(c2nnn(C)n2)C1c1cccs1 (centres undefined)	-3	13	23	18	7	-6	-12	-1
CCN1CCCC1CNC(=O)c1cc2c(OC)c(OC)c(OC)cc2[nH]1 (centres undefined)	-8	8	16	-13	-5	3	8	-2
O=C(O)c1ccc(/C=N/NC(=O)c2cc3c(ccc4ccccc43)o2)cc1	-6	-9	-10	7	-2	3	-25	-6
CN(C)CCNc1oc(COc2cccc(Cl)c2)nc1C#N	7	7	-14	-10	-2	3	4	-9
O=C(CNS(=O)(=O)c1ccc(Br)s1)Nc1ccc2c(c1)OCCO2	3	14	5	-3	-7	-27	9	2
COC(=O)C1CCN(C(=O)[C@H](C)NC(=O)C2CC(=O)N(c3ccc(F)cc3)C2)CC1 (some centres undefined)	14	11	-3	6	-13	-8	5	1
CCC(=O)n1nc(-c2cccnc2)nc1NCc1ccc(F)cc1	-3	-11	3	-14	4	6	5	-8
CC(C)N1C/C(=C/c2ccsc2)C(=O)/C(=C/c2ccsc2)C1	-2	-2	11	2	3	22	4	30
O=S(=O)(c1ccccc1)c1nc(-c2cccs2)oc1NCC1CCCO1 (centres undefined)	-28	16	0	-20	-6	6	-5	-10
CCCN1CN(Cc2ccccc2)CNC1=S	8	-13	2	-2	-13	16	-4	-2
Cc1cc(C)c2nc(C(F)(F)F)nc(N3CCN(C(=O)c4ccco4)CC3)c2c1	-26	-8	8	-4	0	5	23	-7
CCN(Cc1ccccc1)S(=O)(=O)c1nc2nc(C)c(C)c(C)n2n1	-14	-22	11	-7	-5	-8	-15	-1
CCCCn1c(=N)n(CC(=O)c2ccc([N+](=O)[O-])cc2)c2ccccc21	21	-48	nt	-19	nt	nt	4	nt
CC1(C2CC2)NC(=O)N(CC(=O)Nc2cc(S(=O)(=O)N3CCCCC3)ccc2Cl)C1=O (centres undefined)	10	10	-4	-2	-3	-1	3	2
CCOC(=O)c1[nH]c2ccc(C)cc2c1NC(=O)CN1CCCCC1	10	-7	-1	15	-6	-5	-3	3
Cc1ccc(NC(=O)CCC(=O)OCC(=O)c2ccc(Oc3ccc([N+](=O)[O-])cc3)cc2)cc1	-7	12	0	-27	6	7	-34	6
O=C(COC(=O)c1cccnc1Cl)Nc1cccc(S(=O)(=O)N2CCOCC2)c1	-13	6	11	-9	10	-3	-2	-2
Cc1ccc(C(=O)c2c(NC(=O)CSc3nnc(N)s3)sc3c2CCCC3)cc1	-18	-15	5	10	21	25	1	4
CC1CCC(C(C)C)C(OC(=O)COC(=O)c2ccc(=O)[nH]c2)C1 (centres undefined)	-14	0	1	3	-17	-22	0	0

Bioassay records as filed in PubChem.
